Bioassay records as filed in PubChem.
dFosB act: activators of mouse delta FosB homodimer | purified delta FosB, TAMRA-CDK5 oligo fluorescence polarization; percent of positive-control signal above neutral wells | activation, % at 25 µM | 0.99% of 340,000 active;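 active means mean activation above about 17%, with every replicate also reaching it, limit read from the data, passing the limit was not always enough; inconclusive means only one of the two conditions met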;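 further: fluorescence polarization rise as delta FosB binds a TAMRA Cdk5 AP-1 oligo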
Arr AP2 block: blocks beta-arrestin peptide binding to AP2 adaptin; FITC-arrestin peptide / GST-AP2 beads, flow cytometry; AP2 beta2 appendage carries R879A mutation; inhibition, % at 10 µM; 0.31% of 340,000 active;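 active means inhibition above a set limit, near 3 SD of compounds lacking own fluorescence, cut at about 54% in these data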;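 further: plate controls were DMSO wells for no effect and 5 µM unlabelled arrestin peptide for full effect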
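Material – AP2 appendage R879A on GSH beads · Buffer or medium – PBS with 0.05% Tween 20 and 0.1% BSA · Probe or stimulus – fluorescein-tagged arrestin peptide at 50 nM final · Incubation – compound with beads 12 min RT, then probe 1 h RT · Detection – high-throughput flow cytometry of beads, ex 488, em 535 nm · Evaluation – percent response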
SR-BI HDL uptake: inhibitors of mouse SR-BI mediated HDL lipid uptake. ldlA[mSR-BI] CHO cells, DiI-HDL uptake fluorescence, 3 h. inhibition, % at 12.5 µM. 0.96% of 320,000 active;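 active means mean replicate inhibition of at least 70% and a set share of replicates each scoring 70 or more; inconclusive means meets just one of the two criteria; inactive means fails both criteria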;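 further: 0% = median of neutral control wells and 100% = median of positive control wells; values of inactives mirror those of a sister screen read the other way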
Mot1-301 SUMO: inhibitors of SUMOylation pathway: yeast Mot1-301 growth rescue; S. cerevisiae Mot1-301 growth rescue, ATP luminescence, 38.5C; percent above DMSO median, 100 means doubled; AID 2716; growth rescue, % at 18.8 µM; 1% of 320,000 active;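 active means every valid replicate shows activation above 250% relative to neutral control wells; inactive means the rest, any valid replicate at or below 250%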;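 further: OY570 slx delta 5 strain wells were the positive control but not used for scaling; some compounds called inactive have numbers as strong as hits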
PKA-R1A activ: PKA-R1A complex activation. P00514+P68181. PKA-R1A dissociation, Cy5-IP20 fluorescence polarization; scaled: DMSO 0%, 113 µM cGMP 100%. activation, % at 11.4 µM. 0.083% of 340,000 active;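 active means percent activation above the mean of all tested compounds plus 3 SD, cut at about 19% in these data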;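 further: higher means more PKAc released from R1A so a rise in polarization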
NSD2 HMT inh: blocks human histone methyltransferase NSD2; O96028; NSD2 peptide methylation, AlphaScreen, 120 min; AID 743445; 0.54% of 310,000 active; inhibition, % at 12.5 µM; in the data active means inhibition above about 50%
MITF TRPM1 HTS: MITF TRPM1 promoter activation in melanoma cells; SK-MEL-5 TRPM1-promoter luciferase, 24 h; % of positive control, neutral wells = 0; activation, % at 12.5 µM; 0.75% of 300,000 active; AID 588334;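 active means mean activation of at least 80% with every replicate also reaching 80%; inconclusive means mean reaches 80% but some replicate falls short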;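 further: 0% = neutral control wells and 100% = parthenolide positive control wells; values of inactives mirror those of a sister screen read the other way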
CDK5 inh: CDK5/p35 (human) kinase inhibition | Recombinant CDK5/p35, ADP-Glo luminescence, 60 min | inhibition, % at 10 µM | 0.01% of 330,000 active | AID 488839;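 active means highest replicate inhibition of at least 50% and at least 75% of replicates reaching 50%; inconclusive means only one of the two criteria met; inactive means both criteria failed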;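 further: plate controls were DMSO neutral control for no effect and GW8510 at 10 µM for full effect; many of its hits are not listed in these tables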
SR-BI DiI-HDL act: SR-BI HDL lipid transfer activation; CHO ldlA[mSR-BI] cells, DiI-HDL uptake fluorescence, 3 h; 100 = double the neutral-control signal; activation, % at 12.5 µM; 0.096% of 320,000 active; AID 504775;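 active means mean replicate activation of at least 60% and every replicate at or above 60%; inconclusive means mean or all-replicate condition met, but not both; inactive means mean below 60% and not all replicates reaching 60%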;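 further: 0% = median plate neutral-control signal and 100% = twice that signal; values of inactives mirror those of a sister screen read the other way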
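material = CHO ldlA[mSR-BI] cells | medium = Ham's F12 with 0.5% BSA, HEPES 25 mM, pH 7.4 | reagent = fluorescent DiI-HDL, 10 µg/mL final | compound dosing = single-point compound dose | incubation = 3 h, 37 °C | measured by = bottom-read fluorescence, 550/595 nm | measure = HDL uptake via cellular fluorescence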
Pemphigus Ab inh: human desmoglein-3 autoantibody binding inhibition. P32926. DSG3-coupled beads, scFv-anti-DSG3-GFP binding, flow cytometry; active compounds read low. binding (percent of control), % at 10 µM. 0.48% of 310,000 active. AID 588358;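 active means binding more than 3 SD below its plate's average and above zero; inconclusive means below that plate limit but binding exactly zero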;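 further: hits lower antibody fragment binding to DSG3; some compounds called inactive have numbers as strong as hits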
Target sequence (P32926 whole entry, looked up, the tested form may be a part): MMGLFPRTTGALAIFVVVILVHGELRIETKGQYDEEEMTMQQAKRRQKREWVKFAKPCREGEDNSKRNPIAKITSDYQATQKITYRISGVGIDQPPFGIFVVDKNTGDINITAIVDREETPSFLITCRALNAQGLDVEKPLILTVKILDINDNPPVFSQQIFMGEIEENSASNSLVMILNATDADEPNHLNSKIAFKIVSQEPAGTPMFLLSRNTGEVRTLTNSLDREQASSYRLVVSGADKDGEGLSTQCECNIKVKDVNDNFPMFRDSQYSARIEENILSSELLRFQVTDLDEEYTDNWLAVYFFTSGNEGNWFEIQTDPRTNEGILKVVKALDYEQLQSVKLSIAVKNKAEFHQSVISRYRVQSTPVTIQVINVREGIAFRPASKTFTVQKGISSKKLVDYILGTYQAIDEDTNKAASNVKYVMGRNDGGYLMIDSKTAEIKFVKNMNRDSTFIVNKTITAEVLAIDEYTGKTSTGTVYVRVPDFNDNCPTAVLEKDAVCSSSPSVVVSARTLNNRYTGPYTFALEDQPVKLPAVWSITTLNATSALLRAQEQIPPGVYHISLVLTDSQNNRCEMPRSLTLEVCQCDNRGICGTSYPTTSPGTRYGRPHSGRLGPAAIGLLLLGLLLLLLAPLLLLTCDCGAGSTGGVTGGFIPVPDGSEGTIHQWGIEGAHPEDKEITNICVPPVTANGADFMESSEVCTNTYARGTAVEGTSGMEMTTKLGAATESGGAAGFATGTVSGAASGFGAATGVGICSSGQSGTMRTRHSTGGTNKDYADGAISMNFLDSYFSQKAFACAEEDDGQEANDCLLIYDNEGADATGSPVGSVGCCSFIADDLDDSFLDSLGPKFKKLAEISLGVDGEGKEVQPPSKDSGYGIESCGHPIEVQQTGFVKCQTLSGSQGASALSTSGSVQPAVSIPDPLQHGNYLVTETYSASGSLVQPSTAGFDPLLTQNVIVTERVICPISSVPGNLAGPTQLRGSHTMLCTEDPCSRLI
PKA-R2B activ: PKA-R2B complex activation; PKA-R2B holoenzyme dissociation, Cy5-IP20 fluorescence polarization; R2B truncated from residue 108, S112A mutant; 0% DMSO only, 100% 113 µM cGMP; activation, % at 11.4 µM; 0.079% of 340,000 active;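 active means activation above a cutoff set at the mean over all compounds plus 3 SD, cut at about 18% in these data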;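 further: higher means more holoenzyme dissociation and a rise in polarization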
The depositor's hits bear a star.

How did CN1CCC(=O)N([C@H](COc2ccccc2)Cc2ccccc2)CC1 do in these assays?
dFosB act: 6; Arr AP2 block: 6; SR-BI HDL uptake: -25; Mot1-301 SUMO: -4; PKA-R1A activ: -9; MITF TRPM1 HTS: 6; CDK5 inh: -1.5; SR-BI DiI-HDL act: 25; Pemphigus Ab inh: 98; PKA-R2B activ: -10

How did Nc1ccc2oc(C3CCCCC3)nc2c1 do in these assays?
dFosB act: -2; Arr AP2 block: -12; SR-BI HDL uptake: -19; Mot1-301 SUMO: 20; PKA-R1A activ: -16; NSD2 HMT inh: -2; MITF TRPM1 HTS: 10; CDK5 inh: -1.1; SR-BI DiI-HDL act: 19; Pemphigus Ab inh: 97; PKA-R2B activ: -2

Results for C=CCn1c(SCC(=O)Nc2nc3ccccc3s2)nnc1-c1ccccc1O ?
dFosB act: -7; Arr AP2 block: 34; SR-BI HDL uptake: -5; Mot1-301 SUMO: 28; PKA-R1A activ: -1; MITF TRPM1 HTS: 2; CDK5 inh: -0.9; SR-BI DiI-HDL act: 5; Pemphigus Ab inh: 80; PKA-R2B activ: -17

How did COc1ccc(-c2[nH]ncc2/C=N\NC(=O)c2ccc(Br)o2)cc1OC do in these assays?
dFosB act: 7; Arr AP2 block: 13; SR-BI HDL uptake: 11; Mot1-301 SUMO: 7; PKA-R1A activ: 6; NSD2 HMT inh: -5; MITF TRPM1 HTS: 3; CDK5 inh: 1.6; SR-BI DiI-HDL act: -11; Pemphigus Ab inh: 95; PKA-R2B activ: -1

What do the screens show for `Cc1cccc(C)c1NC(=S)N1CCCCCC1`?
dFosB act: 6; Arr AP2 block: -7; SR-BI HDL uptake: 1; Mot1-301 SUMO: 3; PKA-R1A activ: -1; NSD2 HMT inh: -2; MITF TRPM1 HTS: -2; CDK5 inh: 0.0; SR-BI DiI-HDL act: -1; Pemphigus Ab inh: 93; PKA-R2B activ: 0

What do the screens show for `O=C(Nc1ccc2c(c1)OCO2)c1cnc2n(c1=O)CCS2`?
dFosB act: 1; Arr AP2 block: 3; SR-BI HDL uptake: -2; Mot1-301 SUMO: 0; PKA-R1A activ: -5; NSD2 HMT inh: -4; MITF TRPM1 HTS: inconclusive; CDK5 inh: -1.6; SR-BI DiI-HDL act: 2; PKA-R2B activ: -1

What do the screens show for `CC(C)NS(=O)(=O)c1ccc(CCC(=O)NCc2ccccn2)cc1`?
dFosB act: 1; Arr AP2 block: 7; SR-BI HDL uptake: -42; Mot1-301 SUMO: -8; PKA-R1A activ: -2; NSD2 HMT inh: -2; CDK5 inh: 0.0; SR-BI DiI-HDL act: 42; Pemphigus Ab inh: 113; PKA-R2B activ: -7

How did Cc1ccc(C(=O)CSc2n[nH]c(C)n2)cc1 do in these assays?
dFosB act: -2; Arr AP2 block: 1; SR-BI HDL uptake: -12; Mot1-301 SUMO: -4; PKA-R1A activ: 2; NSD2 HMT inh: -2; CDK5 inh: 0.5; SR-BI DiI-HDL act: 12; Pemphigus Ab inh: 101; PKA-R2B activ: 10

What do the screens show for `O=C(N/N=C/c1c(-c2ccccc2)[nH]c2ccccc12)c1cccnc1`?
dFosB act: -14; Arr AP2 block: 27; SR-BI HDL uptake: 75*; Mot1-301 SUMO: 20; PKA-R1A activ: -1; NSD2 HMT inh: 4; MITF TRPM1 HTS: 22; CDK5 inh: 0.0; SR-BI DiI-HDL act: -75; Pemphigus Ab inh: 106; PKA-R2B activ: -10

What do the screens show for `Cn1c(=O)n(CC(=O)NCC2CCCO2)c(=O)c2c3c(sc21)CCCC3` (stereo not drawn)?
dFosB act: 0; Arr AP2 block: 45; SR-BI HDL uptake: 2; Mot1-301 SUMO: -2; PKA-R1A activ: -19; NSD2 HMT inh: -4; MITF TRPM1 HTS: -6; CDK5 inh: -0.4; SR-BI DiI-HDL act: -2; Pemphigus Ab inh: 105; PKA-R2B activ: 0

How did O=C(NCc1n[nH]c(=S)n1-c1ccc(F)cc1)c1ccc(S(=O)(=O)N2CCOCC2)cc1 do in these assays?
dFosB act: -1; Arr AP2 block: -11; SR-BI HDL uptake: -27; Mot1-301 SUMO: -1; PKA-R1A activ: -1; NSD2 HMT inh: -3; MITF TRPM1 HTS: 32; CDK5 inh: 2.4; SR-BI DiI-HDL act: 27; Pemphigus Ab inh: 105; PKA-R2B activ: -4

Results for CC(C)CCOP(=O)(c1ccc(N(C)C)cc1)C(O)c1ccc(N(C)C)cc1 (stereo not drawn) ?
dFosB act: -1; Arr AP2 block: 31; SR-BI HDL uptake: 3; Mot1-301 SUMO: 67; PKA-R1A activ: -6; NSD2 HMT inh: 14; MITF TRPM1 HTS: -13; CDK5 inh: 1.3; SR-BI DiI-HDL act: -3; Pemphigus Ab inh: 99; PKA-R2B activ: -3

What do the screens show for `COc1ccc(C(=O)C[n+]2cccc(C)c2)cc1`?
dFosB act: -1; Arr AP2 block: 9; SR-BI HDL uptake: -14; Mot1-301 SUMO: -9; PKA-R1A activ: -3; NSD2 HMT inh: 0; MITF TRPM1 HTS: -1; CDK5 inh: 0.6; SR-BI DiI-HDL act: 14; Pemphigus Ab inh: 95; PKA-R2B activ: -2

Results for O=C(NCC(c1cccnc1)N1CCOCC1)c1cccc(Cl)c1 (stereo not drawn) ?
dFosB act: 4; Arr AP2 block: 11; SR-BI HDL uptake: -42; Mot1-301 SUMO: 0; PKA-R1A activ: 0; NSD2 HMT inh: 5; MITF TRPM1 HTS: -13; CDK5 inh: -0.9; SR-BI DiI-HDL act: 42; Pemphigus Ab inh: 106; PKA-R2B activ: 1

What do the screens show for `CCOC(=O)c1c(CSc2ccsc2)n(C)c2cc(Br)c(O)c(CN(C)C)c12`?
dFosB act: -3; Arr AP2 block: 17; Mot1-301 SUMO: -16; PKA-R1A activ: -17; NSD2 HMT inh: 7; MITF TRPM1 HTS: 1; CDK5 inh: 0.3; Pemphigus Ab inh: 98; PKA-R2B activ: -13

How did COc1ccc(CN2C(=O)c3oc4ccccc4c(=O)c3C2c2ccc(O)c(OC)c2)cc1 (stereo not drawn) do in these assays?
dFosB act: -1; Arr AP2 block: -6; SR-BI HDL uptake: -12; PKA-R1A activ: -12; NSD2 HMT inh: -2; MITF TRPM1 HTS: -1; CDK5 inh: 0.0; SR-BI DiI-HDL act: 12; Pemphigus Ab inh: 105; PKA-R2B activ: 0

Results for Fc1ccccc1Oc1nc(-c2ccncc2)nc2ccccc12 ?
dFosB act: 2; Arr AP2 block: 37; SR-BI HDL uptake: 33; Mot1-301 SUMO: -23; PKA-R1A activ: 1; NSD2 HMT inh: 0; MITF TRPM1 HTS: 13; CDK5 inh: -0.7; SR-BI DiI-HDL act: -33; Pemphigus Ab inh: 103; PKA-R2B activ: 0

How did Cc1ccc(S(=O)(=O)NCCC(=O)NCC(c2cccs2)N2CCOCC2)cc1 (stereo not drawn) do in these assays?
dFosB act: -2; Arr AP2 block: -3; SR-BI HDL uptake: -17; Mot1-301 SUMO: 19; PKA-R1A activ: -11; NSD2 HMT inh: -2; MITF TRPM1 HTS: 2; CDK5 inh: 0.4; SR-BI DiI-HDL act: 17; Pemphigus Ab inh: 104; PKA-R2B activ: 0

Results for COc1ccccc1NC(=S)NC(=O)CC(C)C ?
dFosB act: -11; Arr AP2 block: -1; SR-BI HDL uptake: 22; Mot1-301 SUMO: -4; PKA-R1A activ: 1; MITF TRPM1 HTS: 4; CDK5 inh: 0.9; SR-BI DiI-HDL act: -22; PKA-R2B activ: 4

Results for O=C(c1ccco1)N1CCN(c2nc(C3CC3)nc3sc4c(c23)CCCC4)CC1 ?
dFosB act: -6; Arr AP2 block: 2; SR-BI HDL uptake: 17; Mot1-301 SUMO: 21; PKA-R1A activ: 1; MITF TRPM1 HTS: -20; CDK5 inh: 1.6; SR-BI DiI-HDL act: -17; Pemphigus Ab inh: 99; PKA-R2B activ: -2

How did COc1ccccc1/C=C1/SC(=O)N(CCC(=O)Nc2ccc(S(=O)(=O)Nc3nccs3)cc2)C1=O do in these assays?
dFosB act: -7; Arr AP2 block: 61*; SR-BI HDL uptake: 15; Mot1-301 SUMO: -8; PKA-R1A activ: -3; NSD2 HMT inh: 2; MITF TRPM1 HTS: 4; CDK5 inh: 1.2; SR-BI DiI-HDL act: -15; Pemphigus Ab inh: 100; PKA-R2B activ: -4

What do the screens show for `O=C(CSc1ccc(-c2ccco2)nn1)c1ccc(F)cc1`?
dFosB act: -14; Arr AP2 block: 13; SR-BI HDL uptake: 4; Mot1-301 SUMO: 7; PKA-R1A activ: -16; NSD2 HMT inh: 0; MITF TRPM1 HTS: 37; CDK5 inh: 1.1; SR-BI DiI-HDL act: -4; Pemphigus Ab inh: 90; PKA-R2B activ: 1

How did CN1CCC(=C(c2ccccc2)c2ccc(Br)cc2)CC1 do in these assays?
dFosB act: -1; Arr AP2 block: -27; SR-BI HDL uptake: -22; Mot1-301 SUMO: -9; PKA-R1A activ: -8; NSD2 HMT inh: 22; CDK5 inh: -0.1; SR-BI DiI-HDL act: 22; PKA-R2B activ: 8

What do the screens show for `O=C(Cn1cnc2c(nnn2Cc2ccccc2)c1=O)c1ccccc1`?
dFosB act: -4; Arr AP2 block: 4; SR-BI HDL uptake: -25; Mot1-301 SUMO: 0; PKA-R1A activ: -4; CDK5 inh: 1.6; SR-BI DiI-HDL act: 25; Pemphigus Ab inh: 105; PKA-R2B activ: 9

Results for CCOC(CCNC(=O)c1cn(C)c(=O)c2c1c1ccccc1n2C)OCC ?
dFosB act: -3; Arr AP2 block: -11; SR-BI HDL uptake: -6; Mot1-301 SUMO: 8; PKA-R1A activ: 6; NSD2 HMT inh: -5; MITF TRPM1 HTS: 6; CDK5 inh: 0.6; SR-BI DiI-HDL act: 6; Pemphigus Ab inh: 94; PKA-R2B activ: 10
